# EWS-Fli inh = EWS/Fli transcriptional activity inhibition. A673 NR0B1-luciferase reporter, viability-normalised. AID 651661. 0.67% of 350,000 active. inhibition, % at 12.6 µM;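 active = mean inhibition of at least 50% after viability correction, with every replicate also passing that limit; inconclusive = mean reaches 50% but only one of two replicates passes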;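 also: firefly luciferase signal divided by Alamar Blue viability fluorescence both relative to DMSO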
# ARNT TACC3 PPI = disruptors of human ARNT/TACC3 interaction | AlphaScreen His-ARNT PAS-B/GST-TACC3 binding, luminescence; TACC3 fragment carries E629A point mutation | inhibition, % at 9.99 µM | 0.66% of 390,000 active | AID 623870;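 active = mean inhibition of replicates at least 50% and at least half of replicates each reaching 50%; inconclusive = half or more replicates reach 50% but mean below 50%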;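 also: 0% = complete ARNT plus TACC3 wells and 100% = ARNT alone without TACC3; many hits fall short of the cut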
# CASP6 VEID inh = inhibitors of human caspase-6 | 0.53% of 350,000 active | inhibition, % at 12.5 µM | purified caspase-6, Z-VEID-R110 cleavage fluorescence | AID 686996 | P55212;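 active = mean inhibition across replicates at least about 35%, with every replicate also reaching that limit, limit read from the data; inconclusive = only one of the two criteria met; inactive = neither criterion met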;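 also: 0% = median of neutral control wells and 100% = no fluorescence left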
# Target sequence (P55212 24-179 limits assumed): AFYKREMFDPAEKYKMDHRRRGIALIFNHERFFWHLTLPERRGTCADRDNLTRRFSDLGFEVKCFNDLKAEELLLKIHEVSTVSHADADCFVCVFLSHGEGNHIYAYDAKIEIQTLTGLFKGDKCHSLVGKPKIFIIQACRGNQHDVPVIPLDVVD
# Target sequence (P55212 194-293 limits assumed): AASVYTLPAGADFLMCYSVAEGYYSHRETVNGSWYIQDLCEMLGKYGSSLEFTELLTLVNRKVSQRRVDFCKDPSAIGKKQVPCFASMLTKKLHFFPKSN
# PAX8 inh HTS = inhibitors of PAX8 transcriptional activity in RMG-I cells; RMG-I TPO-luciferase reporter, SteadyGlo, 24 h; inhibition, % at 12.6 µM; 1.2% of 360,000 active; AID 652154;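 active = mean replicate inhibition at least 60% with every replicate also reaching 60%; inconclusive = only one of the two criteria is met; inactive = mean below 60% and not all replicates reaching 60%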;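 also: luciferase light reporting Pax8 driven TPO promoter activity; plate controls were median of neutral control wells for no effect and mitoxantrone controls for full effect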
# LGR2 inh = Drosophila LGR2 receptor signaling inhibition; HEK293 LGR2, CRE-luciferase, bursicon-stimulated, 4 h; inhibition, % at 9.99 µM; 0.35% of 380,000 active;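 active = drop in luminescence signal, shown as inhibition above about 50% in the replicate tests, limit read from the data, passing the limit was not always enough; inconclusive = probably only some replicates passing the limit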;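 also: agonist challenge used bursicon conditioned medium at about half maximal strength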
# SIRT5 block = inhibitors of human sirtuin-5 desuccinylase; Q9NXA8; Purified SirT5, succinyl-peptide AMC, trypsin-coupled fluorescence; inhibition, % at 15 µM; 1.1% of 330,000 active; in the data active = inhibition above about 15%; inconclusive = no clear call, values can overlap the other calls
# Target sequence (Q9NXA8 whole entry, looked up): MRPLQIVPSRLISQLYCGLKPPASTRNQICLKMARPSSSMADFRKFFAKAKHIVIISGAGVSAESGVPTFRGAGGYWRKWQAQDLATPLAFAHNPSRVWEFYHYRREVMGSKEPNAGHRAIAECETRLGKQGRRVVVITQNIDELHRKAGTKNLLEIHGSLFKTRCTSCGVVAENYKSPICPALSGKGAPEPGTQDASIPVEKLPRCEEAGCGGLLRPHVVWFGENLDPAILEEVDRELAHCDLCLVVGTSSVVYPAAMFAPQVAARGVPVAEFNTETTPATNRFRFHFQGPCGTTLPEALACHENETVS
# DENV2 CPE = inhibitors of DENV2 cytopathic effect. CPE inhibition, % at 9.99 µM. 1.7% of 350,000 active. DENV2-infected cells, cytopathic effect rescue, plate reader; in the data active = CPE inhibition above about 20%, passing the limit was not always enough; inconclusive = no clear call, values can overlap the other calls; tested in BHK-21 cells;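 also: 0% = median of neutral control wells and 100% = median of positive control wells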
# An asterisk follows results filed as active; ? = inconclusive; nt = not tested or not shown.
smiles	EWS-Fli inh	DENV2 CPE	CASP6 VEID inh	PAX8 inh HTS	ARNT TACC3 PPI	SIRT5 block	LGR2 inh
CCC(C)c1ccc(S(=O)(=O)N2CCN(CC(O)CN3CCOCC3)CC2)cc1 (stereo not given)	10	?	-4	-12	nt	-8	8
CCCCCCNCC(=O)N1CCC(Cc2ccccc2)CC1	7	-4	-4	1	4	-2	-1
CCOc1cccc(C(=O)NC(=S)Nc2ccc(Cl)cc2C(=O)O)c1	3	4	-3	7	-1	-6	35
Cc1nn(C)c(-c2n[nH]c(=S)n2Cc2ccco2)c1Cl	-1	19	-3	4	-5	1	nt
O=C(COCC(=O)NCc1ccccc1)NCc1ccccc1	8	4	-4	8	1	-1	11
CNc1ncnc2c1ncn2[C@H]1CN(Cc2cccc3ccccc23)C[C@@H](CO)O1	-1	4	1	0	nt	2	-2
CCOC(=O)c1ccc(-n2c(CN3CCC(O)CC3)nc3ccc([N+](=O)[O-])cc3c2=O)cc1	-18	-2	5	5	-9	3	-10
COc1ccc(CCNC(=O)COC(=O)/C=C/c2cccs2)cc1	-6	-6	-2	-16	-2	0	8
O=C1Nc2ccc(Br)cc2C1(O)c1ccccc1 (stereo not given)	10	?	2	31	-16	-4	-2
C/C=C/c1ccc([C@H]2[C@H](CO)N3C(=O)CN(C(=O)Cc4cccnc4)C[C@@H]23)cc1	1	?	-1	-9	nt	1	4
CN(C(=O)c1cccc(NC(=O)Cc2cccc(NC(=O)C3CCCN(C(=O)C4CCC4)C3)c2)c1)C1CCC1 (stereo not given)	-3	6	8	-25	-2	-4	37
CC1CCN(S(=O)(=O)c2ccc(S(=O)(=O)NCC3COCCO3)cc2)CC1 (stereo not given)	8	10	1	nt	-4	1	5
CCC(=O)N[C@@H]1CC[C@@H](CCNC(=O)Nc2ccc(F)cc2)O[C@H]1CO	-2	2	-1	-14	-15	-2	-14
CCC(=O)NC[C@H]1[C@H](c2ccccc2)[C@@H](CO)N1C(=O)C1CCC1	-3	-3	-2	-2	-7	7	-38
COCCCNC(=O)[C@@]1(Cc2ccccc2N=[N+]=[N-])N=C(c2ccc(OCCCO)cc2)O[C@H]1c1ccccc1N=[N+]=[N-]	3	-2	-1	10	7	2	nt
CCc1ccc(NC(=O)c2cc(-c3ccc(F)cc3)on2)cc1	-32	0	-4	-18	-1	0	-17
COc1cc(-c2noc(C)c2/C=C/c2cccc([N+](=O)[O-])c2)cc(OC)c1OC	54*	5	-7	59	11	0	22
O=C(CCc1nc2ccccc2c(=O)[nH]1)NCc1ccco1	3	5	3	8	-3	0	-25
CC(C)OCC(O)CN1CCC(Cc2ccccc2)CC1 (stereo not given)	5	13	-2	12	8	1	18
CCOC(=O)C1CCCN(C2=NC(=O)/C(=C/c3ccc(N(C)C)cc3)S2)C1 (stereo not given)	-6	0	3	3	3	-3	-24
CN(c1ccccc1C(=O)N1CCN(Cc2ccc3c(c2)OCO3)CC1)S(C)(=O)=O	5	-1	-3	11	nt	-2	-11
CCOC(=O)c1c(C)[nH]c(NC(=O)NNC(=O)c2ccc(OC)cc2)c1C	6	0	-4	2	1	-4	-4
CC(=O)NCCCNc1ccc([N+](=O)[O-])cc1	nt	nt	nt	-26	1	nt	-22
O=C(O)[C@H]1[C@H](CO)[C@H]2Cn3c(ccc(C4=CCCCC4)c3=O)[C@H]2N1Cc1ccccc1F	2	5	-2	7	9	0	-10
COc1ccccc1C#Cc1ccc2c(c1)O[C@H](CN(C)Cc1cccnc1)[C@H](C)CN([C@@H](C)CO)S2(=O)=O	12	-1	1	87*	16	5	18
O=C(Cc1ccc(Cl)cc1)NCCS(=O)(=O)N1CCN(c2ccccc2)CC1	-5	5	1	-9	6	-2	24
CCCNC(=O)N1[C@@H]2CN(C(=O)CC)c3ccccc3[C@@H]2[C@@H]1CO	-3	nt	nt	-3	-5	nt	0
Cc1ccc(NC(=O)O/N=C/c2cccc([N+](=O)[O-])c2)cc1	-22	-2	-1	-65	-18	3	nt
CC=Cc1ccc2n(c1=O)C[C@@H]1[C@@H](CO)[C@H](C(=O)NCCc3cn(C)cn3)N(C(=O)C3CCCC3)[C@H]21 (mixture of isomers)	-3	-11	-4	6	nt	-15	-3
CCCCNc1c(-c2cccc(-c3ccc(OC)cc3)c2)nc2cc(C)ccn12	26	14	-4	3	3	nt	92*
COCC(=O)N1CC(=O)N2[C@H](CO)[C@H](c3ccc(-c4cccnc4)cc3)[C@H]2C1	10	12	0	nt	nt	0	21
OC(c1ccc(F)c(F)c1)c1nc(-c2ccccc2)cs1 (stereo not given)	-3	7	2	-16	nt	1	-10
O=C(NC(=S)Nc1ccc(CN2CCOCC2)cc1)c1ccc([N+](=O)[O-])cc1Cl	10	-6	-1	23	nt	-2	2
CNC[C@H]1Oc2ccc(NS(=O)(=O)c3ccc(OC)cc3)cc2CC(=O)N([C@H](C)CO)C[C@@H]1C	-2	nt	nt	-1	nt	nt	-26
Cc1cccc2nc3c(nc12)-c1ccccc1C3=O	-17	-6	-1	9	-3	5	nt
CC(OC(=O)c1c(F)cccc1F)C(=O)NCCC1=CCCCC1 (stereo not given)	-9	3	-1	-17	-5	-2	12
CN(C)CC(=O)N1[C@@H]2Cn3c(ccc(C4=CCCC4)c3=O)[C@H]1[C@@H](C(=O)NCC1CCCCC1)[C@@H]2CO	-3	5	35	nt	3	-7	8
Cc1cccc(C)c1N1C(=O)[C@@H]2C(c3ccccc3Cl)=NO[C@@H]2C1=O	7	-2	4	6	1	-4	nt
O=C(Cn1ncc2ccccc21)N1CCc2ccccc21	-4	3	7	15	-8	nt	-5
C/C=C/c1cnc2c(c1)C(=O)N([C@H](C)CO)C[C@H](C)[C@H](CN(C)C(=O)Nc1ccc(F)cc1)O2	1	4	3	6	6	-1	3
C[C@H](CO)N1C[C@H](C)[C@H](CN(C)S(=O)(=O)c2ccccc2)Oc2ccc(NC(=O)Cc3ccccc3)cc2C1=O	6	1	-2	-11	-2	4	-13
C[C@H](CO)N1C[C@H](C)[C@H](CN(C)C)Oc2cc(C#CCC3CCCC3)ccc2S1(=O)=O	8	-5	2	nt	1	-4	-10
CSCC[C@H](NC(=O)C1CCN(C(=O)[C@@H](N)Cc2ccccc2)CC1)C(=O)O	8	-5	-11	11	-3	-4	-1
Cc1cccc(CNc2ccc(S(=O)(=O)N3CCCCC3)cc2)c1	6	2	12	17	6	-2	-28
C[C@H]1CN([C@@H](C)CO)C(=O)c2c(c3ccccc3n2C)-c2ccccc2CO[C@@H]1CN(C)C(=O)Nc1cccc(F)c1	3	-5	1	nt	-2	-7	5
O=C(COC(=O)c1ccc([N+](=O)[O-])cc1)NC1CCCC1	1	1	2	21	9	-1	-8
Cc1cccc(S(=O)(=O)N2C[C@H](O)COC[C@H]3O[C@H](CC(=O)NCc4ccc5c(c4)OCO5)CC[C@@H]32)c1	-7	0	-2	3	8	-4	1
O=C1Cc2ccccc2C(c2ccc(Cl)cc2)N1 (stereo not given)	10	-4	5	17	8	2	-17
Cc1sc2nc(C3CC3)nc(NCCNS(=O)(=O)c3ccccc3)c2c1C	6	19	2	nt	-2	2	-2
C(=NN1CCCCCC1)c1cccc2ccccc12	-17	3	-3	8	7	nt	nt

# (continued)
smiles	EWS-Fli inh	DENV2 CPE	CASP6 VEID inh	PAX8 inh HTS	ARNT TACC3 PPI	SIRT5 block	LGR2 inh
COc1ccc(C(=O)COC(=O)CN2C(=O)C3CC=CCC3C2=O)c(OC)c1 (stereo not given)	2	-3	5	-11	-5	-3	-3
OC(CNCc1ccc(Cl)c(Cl)c1)c1ccccc1 (stereo not given)	-4	-1	1	-5	-7	-4	-4
C[C@@H]1CN([C@H](C)CO)C(=O)c2cccc(NC(=O)C3CC3)c2O[C@H]1CN(C)Cc1ccncc1	-12	-3	0	-7	10	2	-10
O=C(CSc1ccc(F)cc1)NC1CCCCC1	-2	-4	1	-107	-6	2	-26
C[C@@H]1CCCCO[C@@H](CN(C)C(=O)NC2CCCCC2)[C@@H](C)CN([C@@H](C)CO)C(=O)c2cc(NC(=O)Nc3ccc4c(c3)OCO4)ccc2O1	-12	18	1	-8	-11	2	13
Cc1ccc(C(C)(C)C)cc1S(=O)(=O)Nc1nc2ccccc2nc1Cl	2	-1	5	18	-2	3	3
N#C[C@@H]1[C@H](c2ccc(-c3ccccc3F)cc2)[C@@H](CO)N1C(=O)c1ccccn1	-48	17	-1	18	1	-2	-5
Cc1c(C(=O)NCc2ccc(Cl)c(Cl)c2)sc(=O)n1Cc1ccc(S(C)(=O)=O)cc1	29	1	2	39	nt	nt	26
CC(=O)N1CCN(C(=S)NC(=O)c2ccc(S(=O)(=O)N3CCOCC3)cc2)CC1	nt	nt	nt	14	-16	nt	-4
N#C[C@H]1[C@@H](c2ccccc2C2=CCCCC2)[C@@H](CO)N1C(=O)Nc1ccccc1F	16	1	1	nt	nt	-3	14
CCCCN(C)C(=O)c1nc2ccccn2c1CN1CCN(C/C=C/c2ccccc2)CC1	9	nt	1	7	-4	-2	8
CCCCNc1nc2c(c(=O)[nH]c(=O)n2C)n1CCCc1ccccc1	2	7	-4	-4	nt	nt	-4
O=C(N1CCN(c2ccc(F)cc2)CC1)C1(c2cccs2)CCOCC1	nt	nt	nt	10	-5	nt	2
CC(C)C(=O)N=C1SC2CS(=O)(=O)CC2N1Cc1ccc(Cl)cc1 (stereo not given)	-2	5	-3	-20	-3	-1	29
NC(=O)N\N=C/C=C/C=C/c1ccc(F)cc1	-8	3	0	4	0	-4	-1
C[C@@H]1CN([C@@H](C)CO)C(=O)c2cc(NC(=O)Nc3cccc4ccccc34)ccc2O[C@@H]1CN(C)Cc1ccc(Cl)c(Cl)c1	1	-9	-1	nt	7	-2	0
Cc1ccc(S(=O)(=O)N(Cc2cccc(Cl)c2)C(=O)N2CCN(C)CC2)cc1	-12	2	-1	-3	-5	-2	-15
CCCN(C)C[C@H]1Oc2cc(-c3cccnc3)ccc2S(=O)(=O)N([C@H](C)CO)C[C@H]1C	-6	19	3	nt	-6	-1	-8
Cc1cc(=O)n(-c2ccc(C(=O)O)cc2)[nH]1	-21	-1	1	-5	50*	-1	8
CCOC(=O)CNC(=O)N1CCCC(CNS(=O)(=O)Cc2ccccc2)C1 (stereo not given)	4	1	2	19	5	-1	12

# Some values from the list.
# ARNT TACC3 PPI, Cc1ccc(S(=O)(=O)N(Cc2cccc(Cl)c2)C(=O)N2CCN(C)CC2)cc1 reads -5
# ARNT TACC3 PPI, CCOC(=O)CNC(=O)N1CCCC(CNS(=O)(=O)Cc2ccccc2)C1 (stereo not given) reads 5
# PAX8 inh HTS, NC(=O)N\N=C/C=C/C=C/c1ccc(F)cc1 reads 4

# More results:
smiles	EWS-Fli inh	DENV2 CPE	CASP6 VEID inh	PAX8 inh HTS	ARNT TACC3 PPI	SIRT5 block	LGR2 inh
Cc1noc(C)c1NC(=O)N(C)C[C@@H]1Oc2ccc(NC(=O)c3ccncc3)cc2CC(=O)N([C@H](C)CO)C[C@@H]1C	2	-1	-1	-18	-17	-2	-19
CNc1cc([N+](=O)[O-])ccc1OCc1ccccc1	-34	-1	-3	-13	14	-1	-101
CCn1ncc(/C=N\NC(=O)COc2ccccc2)c1C	nt	nt	nt	9	-3	nt	0
CO[C@H]1CN(C)C(=O)c2ccc(NC(=O)C3CC3)cc2OC[C@H](C)N(C(=O)c2ccccn2)C[C@H]1C	2	?	-2	-4	-2	1	8
CC(C)n1nnnc1C1c2ccccc2C(=O)N1C1CC1 (stereo not given)	-7	3	-5	-8	nt	-2	-1
Cc1c(C)c2ccc(OC(C)C(=O)NCCCn3ccnc3)c(C)c2oc1=O (stereo not given)	nt	-7	-3	-3	6	-2	8
CCCOc1ccc(C(=O)N2CCCC2)cc1OC	nt	nt	0	nt	6	-1	7
O=S(=O)(N[C@H]1CC[C@H](CCn2cc(-c3cccnc3)nn2)O[C@@H]1CO)c1ccc(F)cc1	1	16	-1	-6	-4	2	11
